Myeloid diff 2: compounds promoting myeloid differentiation. calls only at 10 µM. ER-HoxA9 myeloid progenitors, lysozyme-GFP differentiation, flow cytometry. AID 624256. 360,000 compounds, 1% hits;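 active = normalized GFP-positive differentiation at or above the plate's own cutoff, the solvent-only control mean plus 3 SD; inconclusive = no clear call, values can overlap the other calls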;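 also: cells exposed to compound for four days before flow analysis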
Myeloid diff 2 GFP+ MAC1+ %: recorded beside Myeloid diff 2, whose call it bears; GFP+ MAC1+ double positive, %; measured here: differentiation confirmed by MAC1 staining
Numbers without * were called inactive; i = inactive; ? = inconclusive; nt = not tested or not shown. This is a subset; the hit share may differ from the screen's.

Screens in order: Myeloid diff 2 | Myeloid diff 2 GFP+ MAC1+ %
COc1cc(C(=O)OCc2cccc(OC)c2OC)ccc1OCC(=O)N1CCOCC1
→ i | 1.5
CC(O)(c1cccc(F)c1)c1nc(-c2cncnc2)cs1 (stereo not given)
→ i | 0.3
Cc1cc(C)c(NC(=O)COc2cccnc2[N+](=O)[O-])c(C)c1
→ i | 0.5
Nc1ccn([C@@H]2O[C@H](CNCc3cc(Br)ccc3OCc3ccccc3)[C@@H](O)[C@H]2O)c(=O)n1
→ i | 0.3
O=C1NC(=O)C2(CCCC2c2ccccc2)N1 (stereo not given)
→ i | 1.7
COc1ccc(CN2C(=O)C(CC(=O)NCc3cccc4ccccc34)CC(C(=O)N3CCOCC3)=C2C)cc1 (stereo not given)
→ i | 0.8
Cc1noc(C)c1CSCC(=O)Nc1cc(Cl)ccc1N1CCCCC1
→ i | 0.6
C=Cn1ccnc1CC(O)c1ccc(OC)cc1 (stereo not given)
→ i | 1.1
COc1ccc(CCN2CC(C(=O)N(C)CC(=O)Nc3ccc(F)c(F)c3F)CC2=O)cc1OC (stereo not given)
→ i | 1.6
O=C(c1ccco1)N1N=C(c2ccccc2O)CC1c1cccs1 (stereo not given)
→ i | 1.4
CC1(C(=O)NS(=O)(=O)c2cccc(F)c2)CCN1C(=O)CCC1CCCC1 (stereo not given)
→ i | 1.4
Nc1nc(N)nc(-c2cccc(Cl)c2Cl)n1
→ i | 1.4
CCN(CC)c1ccc(S(=O)(=O)N2CCOCC2)cc1NC(=O)Nc1ccccc1
→ i | 0.8
COc1ccc(CCN2C(=O)c3ccccc3C2c2nnnn2-c2c(C)cccc2C)cc1OC (stereo not given)
→ i | 0.8
N#Cc1ccsc1NC(=O)CSc1nnc(NC2CC2)s1
→ i | 2.7
CCCCN(C(C)=O)c1c(CC)nc2ccc(C(=O)NCc3cccs3)cn12
→ i | 1.5
Cc1cccc(C(=O)OC(C)C(=O)Nc2ccc(S(=O)(=O)N3CCCC3)cc2)c1O (stereo not given)
→ i | 0.7
CSCCC(c1nc2ccccc2[nH]1)n1c(C)nc2ccccc21 (stereo not given)
→ i | 0.6
CCCCn1nnnc1C(c1cc2ccccc2o1)N1CCN(C(=O)OC(C)(C)C)CC1 (stereo not given)
→ i | 1.4
O=C(CNC(=O)c1ccccc1)NCCCSc1ccccc1
→ i | 0.4
CN1C(=O)[C@H]2[C@@H](c3ccc(C(F)(F)F)cc3)N[C@]3(CCCN(Cc4ccc(Cl)cc4)C3=O)[C@H]2C1=O
→ i | 0.6
Cc1cc(-c2ccccc2)nc(Nc2nc3c(C)cccc3c(=O)[nH]2)n1
→ i | 0.5
COc1ccc(C(=O)COC(=O)c2cccs2)cc1
→ i | 0.1
CN(C(=O)c1cccc(NC(=O)Cc2ccc(NC(=O)C3CCCN(C(=O)c4ccccc4)C3)cc2)c1)C1CCC1 (stereo not given)
→ i | 3.0
CCN1CCN(S(=O)(=O)c2ccc(Cl)c(C(=O)NC3CCCC3)c2)CC1
→ i | 0.5
CC(C)[C@H]1COCCS(=O)(=O)N1Cc1ccccc1-c1ccc(F)cc1
→ i | 0.8
COc1ccc(C)cc1S(=O)(=O)N1c2ccc(C)cc2C2CN(C)CCC21 (stereo not given)
→ i | 0.0
Oc1ccc(C[C@H]2CNC(=S)N2CC2CCCN2C[C@H](Cc2ccccc2)N2C[C@H](Cc3ccc(O)cc3)N(CC3CCCCCC3)C2=S)cc1 (stereo not given in full)
→ i | 0.3
CC#CCN1c2ccccc2[C@]23C[C@@H](C(=O)OC)N(C(=O)NCCBr)C2=NC(C(=O)OC)=C(C(=O)OC)[C@H]13
→ i | 1.9
N#Cc1ccccc1OCc1cn(CC(=O)c2ccc(O)cc2)nn1
→ i | 0.2
COc1ccc(Cc2nc3ccccc3c(=O)n2N)cc1OC
→ i | 0.8
O=C1NC[C@H](Cc2ccc(O)cc2)N(C[C@@H]2CCCN2C[C@H](Cc2ccccc2)N2C[C@H](Cc3ccc(O)cc3)N(CC3CCCCC3)C(=O)C2=O)C1=O
→ i | 1.5
Cc1ccc2nc(SCC(=O)Nc3ccc(C)c(Cl)c3)nc(=O)n2c1
→ i | 0.7
O=c1ccc2ccc(O)cc2o1
→ i | 2.2
Cc1nnsc1C(=O)N1CCCC1(C)C(=O)O (stereo not given)
→ i | 0.7
CCCC/C=C/C(NC(=O)c1ccc(-c2ccccc2)cc1)c1ccccc1 (stereo not given)
→ i | 2.3
CCN(CC(=O)NCc1ccccn1)S(=O)(=O)c1cc(Cl)ccc1Cl
→ i | 0.6
COc1ccccc1C(=O)NC(CCSC)C(=O)NCCCSc1ccccc1 (stereo not given)
→ i | 1.0
O=C(NCc1ccccc1CN1CCCC1)c1cccc(S(=O)(=O)N2CCCC2)c1
→ i | 0.2
CC(C)c1cc(Cn2c3ccccc3c(=O)n2C(C)Cn2cc(CCc3ccccc3)nn2)on1 (stereo not given)
→ i | 1.5
COC(=O)c1ccc2nc(-c3ccc(F)cc3)c(Cc3ccccc3)n2c1
→ i | 0.7
C[C@H](CO)N1C[C@H](C)[C@@H](CN(C)S(=O)(=O)c2cccc(C#N)c2)OCc2cnnn2CCCC1=O
→ i | 0.1
CCN1C(=O)[C@H]2[C@H]3CN=C(SCc4ccccc4)N3[C@@](Cc3ccccc3)(C(=O)OC)[C@H]2C1=O
→ i | 0.8
CSc1ccc(C(O)c2ncc(-c3cccc(OCc4ccccc4)c3)[nH]2)cc1 (stereo not given)
→ i | 2.4
Cc1ccc2c(c1)NC(=O)[C@@]1(C)[C@@H](c3ccccc3)[C@H]3COc4ccccc4[C@@H]3N1C2=O
→ i | 1.1

The closing 7 records of the section before are carried over, then new ones follow.
Screens in order: Myeloid diff 2 | Myeloid diff 2 GFP+ MAC1+ %
O=C(NCc1ccccc1CN1CCCC1)c1cccc(S(=O)(=O)N2CCCC2)c1
→ i | 0.2
CC(C)c1cc(Cn2c3ccccc3c(=O)n2C(C)Cn2cc(CCc3ccccc3)nn2)on1 (stereo not given)
→ i | 1.5
COC(=O)c1ccc2nc(-c3ccc(F)cc3)c(Cc3ccccc3)n2c1
→ i | 0.7
C[C@H](CO)N1C[C@H](C)[C@@H](CN(C)S(=O)(=O)c2cccc(C#N)c2)OCc2cnnn2CCCC1=O
→ i | 0.1
CCN1C(=O)[C@H]2[C@H]3CN=C(SCc4ccccc4)N3[C@@](Cc3ccccc3)(C(=O)OC)[C@H]2C1=O
→ i | 0.8
CSc1ccc(C(O)c2ncc(-c3cccc(OCc4ccccc4)c3)[nH]2)cc1 (stereo not given)
→ i | 2.4
Cc1ccc2c(c1)NC(=O)[C@@]1(C)[C@@H](c3ccccc3)[C@H]3COc4ccccc4[C@@H]3N1C2=O
→ i | 1.1
CC1(C(=O)NS(=O)(=O)c2ccc3c(c2)CCO3)CCN1C(=O)c1ccccc1CCc1ccccc1 (stereo not given)
→ i | 1.2
Cc1ccc(C(=O)CCC(=O)OCC(=O)Nc2c(C)nn(-c3ccccc3)c2C)cc1
→ i | 0.5
CCOC(=O)C1CCN(S(=O)(=O)CCNC(=O)c2ccc3c(c2)OCO3)CC1
→ i | 0.9
CC1C(=O)N2CCCc3cc(NC(=O)C(=O)NCc4cccnc4)cc1c32 (stereo not given)
→ i | 0.4
Cc1ccc(-c2nc3c4ccccc4ccn3c2Cc2cccc(Cl)c2)cc1
→ i | 1.0
O=C(OCC(=O)N1CCN(c2ccccc2)CC1)c1ccncc1
→ i | 0.7
CCS(=O)(=O)N1Cc2ccccc2CC1C(=O)N(C)CC(=O)Nc1ccc(F)c(F)c1F (stereo not given)
→ i | 1.7
COc1cc(F)ccc1-c1csc(C(C)(NC(C)=O)c2ccccc2)n1 (stereo not given)
→ i | 1.1
CC12CCC3c4ccccc4CCC3(CO1)C2 (stereo not given)
→ i | 0.8
Cc1nn(-c2ccccc2)c(C)c1NC(=O)COC(=O)[C@@H](NC(=O)c1ccccc1)C(C)C
→ i | 0.6
CN(CC(=O)NCCCN1CCOCC1)S(=O)(=O)c1ccc(Cl)cc1
→ i | 0.6
O=c1cc(SCc2ccc(Cl)cc2Cl)nc[nH]1
→ i | 0.5
COc1cc(C(=O)OC(C)C(=O)NC2CCCCC2C)c([N+](=O)[O-])cc1OC (stereo not given)
→ i | 1.9
Cc1ccc(NC(=O)COC(=O)C2CSC3(C)CCC(=O)N23)c(C)c1 (stereo not given)
→ i | 1.4
Cn1ncc([N+](=O)[O-])c1C(=O)Nc1ccccc1C#N
→ i | 1.3
Cc1ccc(C(=O)NNC(=O)C2CSC3(C)CCC(=O)N23)cc1 (stereo not given)
→ i | 1.8
Oc1cccc(CCc2ccccn2)c1
→ i | 0.8
CCN(CC)S(=O)(=O)c1ccc(C(=O)Nc2cc(S(=O)(=O)N3CCOCC3)ccc2O)cc1
→ i | 1.0
CN(C(=O)c1cccc(NC(=O)Cc2ccc(NC(=O)C3CCCN(C(=O)CCc4ccccc4)C3)cc2)c1)C1CC1 (stereo not given)
→ i | 0.2
CCOc1ccc(CCNC(=O)CN2C(=O)NC3(CCCc4ccccc43)C2=O)cc1OCC (stereo not given)
→ i | 0.4
CCN(CC)Cc1cc(Nc2c3ccccc3nc3c4ccccc4n(C)c23)cc(CN(CC)CC)c1O
→ ? | nt
CC(C)C1C(=O)N(Cc2cn(Cc3ccco3)nn2)CCS(=O)(=O)N1Cc1ccc(-c2cccc(N(C)C)c2)cc1 (stereo not given)
→ i | 2.0
CC1CCc2sc(C(=O)N3CCC(C(N)=O)CC3)cc2C1 (stereo not given)
→ i | 0.5
CCOC(=O)c1nn(-c2ccc(C)cc2)c(=O)cc1OCC(=O)N1CCN(c2ccccc2)CC1
→ i | 0.8
Oc1c(Br)cc(Br)cc1C=Nc1cccc2ncccc12
→ i | 0.3
Cc1ccc(C(=O)NNCC(=O)Nc2ccc(Cl)cc2F)cc1
→ i | 0.7
CC1CC(C)CN(S(=O)(=O)c2ccc(NC(=O)C3CSC4(C)CCC(=O)N34)cc2)C1 (stereo not given)
→ i | 1.2
COC(=O)C1=C/CCCN(C(c2ccccc2)c2ccccc2)/C=C\1C(=O)OC
→ i | 0.4
O/N=C(\Cn1ccnc1)c1ccccc1
→ i | 0.3
COc1ccc(C(=O)NC(=S)NNC(=O)c2ccncc2)cc1Br
→ i | 0.3

Other compounds follow:
structure | Myeloid diff 2 | Myeloid diff 2 GFP+ MAC1+ %
CC(C)NC(=O)C1(C)CCN1Cc1cccc(Cl)c1 (stereo not given) | i | 0.3
O=C(CSc1ncnc2c1oc1ccccc12)N1CCN(c2ccccc2)CC1 | i | 1.8
N#CCc1c[nH]c2ccc([N+](=O)[O-])cc12 | i | 0.9
CCOC(=O)CC[C@H](NC(=O)Cn1cnc2c(OCc3ccccc3)ncnc21)C(=O)OCC | i | 0.0
COc1ccc(Cc2c(-c3ccccc3)nc3ccc(Br)cn23)c(C)c1 | i | 0.8
Cc1ccc2nc(SCC(=O)Nc3ccc(Cl)cc3)nc(=O)n2c1 | i | 0.8
COc1ccc(NC(=O)COC(=O)c2cc(=O)c3ccccc3o2)cc1OC | i | 1.6
C[C@H](O)CNC(=O)c1[nH]cnc1C(=O)Nc1cccc(Cl)c1 | i | 0.6
COc1ccc(Cn2cc(CN3CC(N4CCN(C5CCN(C)CC5)CC4)CS3(=O)=O)nn2)cc1 (stereo not given) | i | 2.1
COc1ccc(-c2ccnc3c(Br)c(C)nn23)cc1 | i | 0.8
O=C(Nc1ccc2c(c1)OCO2)c1cc(C2CCCCN2C(=O)OCCF)on1 (stereo not given) | i | 1.6
Cc1cccc(C(=O)OCC(=O)NCC2COc3ccccc3O2)c1 (stereo not given) | i | 1.8
CCOC(=O)c1sc(NC(=O)c2c(CC)noc2C)nc1C | i | 0.4
O=C(NCC(c1ccco1)N1CCCCC1)c1cccc(NS(=O)(=O)c2ccc(Br)cc2)c1 (stereo not given) | i | 0.2
C=CCn1c(SC(C)C(=O)NCC2CCCO2)nnc1-c1ccc(OC)cc1 (stereo not given) | i | 0.8
Cc1ccc(S(=O)(=O)NCC(=O)OCC(=O)N(CCC#N)c2ccccc2)cc1 | i | 0.7
CSCCC(NC(=O)c1ccco1)C(=O)N1CCN(Cc2ccccc2)CC1 (stereo not given) | i | 0.8
CCOC(=O)C1(C)CCCN(C(=O)C(c2ccccc2)c2ccccc2)C1 (stereo not given) | i | 0.7
COc1ccc(NC(=O)N(C)C[C@H]2Oc3ccc(NC(=O)c4ccncc4)cc3C(=O)N([C@H](C)CO)C[C@@H]2C)cc1 | i | 0.6
CN1CCN(c2ccc(CNC[C@H]3O[C@@H](n4cnc5c(=O)[nH]c(N)nc54)[C@H](O)[C@@H]3O)c(S(C)(=O)=O)c2)CC1 | i | 0.6
O=C1C(Cc2ccccc2)Nc2ncnc(N3CCc4ccccc4C3)c2N1Cc1ccccc1 (stereo not given) | i | 1.5
CCOc1ccc(C(=O)N[C@H](C(=O)Nc2cccc(S(=O)(=O)N3CCOCC3)c2)C(C)C)cc1 | i | 0.5
CCCN1CCN(C(=O)c2ccc3[nH]c(C)c(C)c3c2)CC1 | i | 1.7
O=C(COC(=O)C1CC2CCCC(C1)C2=O)Nc1ccccc1 (stereo not given) | i | 0.9
OC(c1ccc(F)cc1)c1nc(-c2csc3ccccc23)cs1 (stereo not given) | i | 0.8
COc1ccccc1C(O)c1ncc(-c2cccc(C(F)(F)F)c2)[nH]1 (stereo not given) | i | 1.4
CC(=O)c1ccc(-c2cnc3c(NC=O)cc(-c4ccccc4Oc4ccccc4)cn23)cc1 | i | 2.5
CCNC(=O)C1(C)CCN(C(=O)c2ccccc2)C1 (stereo not given) | i | 0.5
Cc1cccc(C)c1NC(=O)CNC(=O)c1ccc(COc2ccccc2)cc1 | i | 0.2

Molecules from the list above that have a nitro group on carbon:
structure | Myeloid diff 2 | Myeloid diff 2 GFP+ MAC1+ %
Cc1cc(C)c(NC(=O)COc2cccnc2[N+](=O)[O-])c(C)c1 | i | 0.5
COc1cc(C(=O)OC(C)C(=O)NC2CCCCC2C)c([N+](=O)[O-])cc1OC (stereo not given) | i | 1.9
Cn1ncc([N+](=O)[O-])c1C(=O)Nc1ccccc1C#N | i | 1.3
N#CCc1c[nH]c2ccc([N+](=O)[O-])cc12 | i | 0.9

Bioassay records as filed in PubChem.
